# CaV13 ICDI inh: Disruptors of the CACNA1D IQ motif to Ca2+-dependent inactivation inhibitor domain association, primary screening, Förster resonance energy transfer in intact living …; 340,000 tested, 0.098% active; HEK cells, CFP/YFP FRET ICDI-IQ, plate reader, 10 min; percent FRET-ratio fall versus neutral wells; inhibition, % at 12.3 µM;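 active means mean replicate inhibition of at least 30% and at least 1% of replicates passing that level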;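 further: 0% = median of the neutral control wells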
# Cardio protect: cardioprotection against H2O2-induced cell death, primary screen, uHTS, H9c2 cells, ATPLite luminescence; protection from H2O2 cell death, % at 20 µM; H9c2 cardiomyocytes, H2O2 injury protection, 2 h; 360,000 tested, 0.63% active;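 active means compounds giving at least 50% protection of heart cells from peroxide-induced death in the single-dose screen, raw or plate-pattern-corrected value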;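 further: 0% = DMSO wells with peroxide and 100% = DMSO wells without peroxide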
# Vif imaging: HIV Vif self-association inhibitors, primary screen, imaging, HEK293T, single point | HEK293T cells, Vif self-association by quenched fluorescence, 24 h | inhibition, % at 7.49 µM | 340,000 tested, 0.35% active; in the data active means inhibition above about 50%, passing the limit was not always enough; further: some results filed as inactive read as strong as hits
# aDG glyco up: activators of alpha-DG glycosylation, primary screen, uHTS, Pro5-aDG cells, AlphaScreen; alpha-DG glycosylation AlphaScreen (IIH6); 0% Pro5, 100% B10-LARGE cell signal; activation, % at 10 µM; 360,000 tested, 0.22% active; AID 624168, 2012;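 active means activation of at least 8% versus controls, or a plate z-score of at least 8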;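 further: Pro5 are CHO cells carrying HIG-tagged alpha-DG that lacks glycosylation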
# Granule exo inh: LAMP-1 surface exposure blockers, TALL-104 cells – cell-based, flow cytometry, MLPCN library, primary screen; TALL-104 LAMP-1 surface exposure; cells stimulated with thapsigargin and PMA; inhibition, % at 10 µM; 360,000 tested, 0.66% active; AID 651702, 2012;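 active means inhibition above about 55%, limit read from the data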
# PDI inh: inhibitors of human PDI, primary screen, biochemical, turbidity, single point, plate reader. PDI insulin aggregation turbidity, A650, 90 min. AID 588391, 2011. 350,000 tested, 0.052% active. inhibition, % at 10 µM;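 active means mean inhibition across replicates of 30% or more, whatever share of single replicates reach that level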;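 further: absorbance from insulin aggregation driven by PDI reduction with DTT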
# Target sequence (P07237 whole entry, looked up): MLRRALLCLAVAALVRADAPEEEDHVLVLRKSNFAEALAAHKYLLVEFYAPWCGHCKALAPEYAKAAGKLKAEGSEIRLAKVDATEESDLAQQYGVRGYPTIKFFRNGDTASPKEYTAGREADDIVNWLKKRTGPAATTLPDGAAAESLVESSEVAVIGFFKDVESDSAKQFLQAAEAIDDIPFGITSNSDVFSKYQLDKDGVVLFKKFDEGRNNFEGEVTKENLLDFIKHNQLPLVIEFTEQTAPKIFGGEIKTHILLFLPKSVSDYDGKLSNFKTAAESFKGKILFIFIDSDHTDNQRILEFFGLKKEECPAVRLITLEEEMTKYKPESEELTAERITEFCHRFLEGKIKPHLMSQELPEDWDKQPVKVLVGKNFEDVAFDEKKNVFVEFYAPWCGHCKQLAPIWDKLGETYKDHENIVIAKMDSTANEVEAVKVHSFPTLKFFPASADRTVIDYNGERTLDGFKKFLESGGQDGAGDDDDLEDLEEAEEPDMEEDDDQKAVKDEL
# HTR2A ag: mouse Htr2a agonists via beta-arrestin recruitment, primary screen, cell-based, luminescence; 5-hydroxytryptamine receptor 2A (Mus musculus), P35363; CHO-K1 mHTR2A beta-arrestin complementation; percent of 30 µM serotonin response; activation, % at 7.6 µM; 360,000 tested, 0.66% active; AID 624169, 2012;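 active means activation above a run cutoff, the mean activation of all tested compounds plus 3 SD, cut at about 14% in these data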;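 further: 0% = plate median of compound wells and 100% = 30 µM serotonin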
# Target sequence (P35363 whole entry, looked up): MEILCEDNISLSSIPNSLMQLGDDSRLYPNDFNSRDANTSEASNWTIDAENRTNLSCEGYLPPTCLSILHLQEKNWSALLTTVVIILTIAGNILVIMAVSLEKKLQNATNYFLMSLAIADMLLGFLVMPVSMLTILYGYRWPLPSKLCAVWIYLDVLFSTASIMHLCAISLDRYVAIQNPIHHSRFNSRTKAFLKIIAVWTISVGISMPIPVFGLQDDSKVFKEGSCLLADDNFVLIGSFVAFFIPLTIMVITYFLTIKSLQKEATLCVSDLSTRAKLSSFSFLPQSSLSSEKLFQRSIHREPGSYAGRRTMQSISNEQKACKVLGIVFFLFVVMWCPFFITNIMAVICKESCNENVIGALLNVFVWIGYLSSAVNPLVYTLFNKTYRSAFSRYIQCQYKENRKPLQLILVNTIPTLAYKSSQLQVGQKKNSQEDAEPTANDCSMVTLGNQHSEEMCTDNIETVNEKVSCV
# iPSC survival up: enhancers of single-cell hiPSC survival, primary screen, ATPlite luminescence; 100% = ROCK inhibitor wells, 0% = DMSO; survival enhancement, % at 20 µM; 360,000 tested, 0.044% active; AID 602274, 2012; in the data active means survival enhancement above about 18%;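 further: cells exposed to compounds for 16 hours before the ATP read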
# N-glyco inh: increase of ERlucT glycosylation luciferase signal, primary screen, N-linked glycosylation inhibitor project, D54 ERlucT cells, luminescence, set 2; 360,000 tested, 0.23% active; reporter increase, % at 12.5 µM; D54 ERlucT glycosylation luciferase reporter, 24 h; percent of 100 nM tunicamycin response;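 active means mean luciferase reporter signal, scaled so untreated is 0 and the glycosylation-blocking control 100, at or above a set limit in every replicate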;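 further: luciferase carries N-glycosylation sites so blocking glycosylation raises the light; 0% = median of neutral control wells and 100% = median of 100 nM tunicamycin wells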
# ABCB6 inh 2: ABCB6 transporter inhibitors, primary screen, K562-ABCB6 cells, flow cytometry, MLPCN library; K562-ABCB6 porphyrin accumulation, 1 h; active compounds read low; fluorescence ratio to DMSO, % at 10 µM; 360,000 tested, 0.19% active; AID 602162, 2011;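 active means fluorescence ratio to DMSO below 75%, the collection mean minus 3 SD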;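 further: signal is porphyrin accumulated inside mitochondria; 100% equals median channel fluorescence of DMSO control wells; lower ratio means ABCB6 inhibition with less porphyrin fluorescence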
# An asterisk follows results filed as active; . = no result given.
SMILES,CaV13 ICDI inh,Cardio protect,Vif imaging,aDG glyco up,Granule exo inh,PDI inh,HTR2A ag,iPSC survival up,N-glyco inh,ABCB6 inh 2
CC(=O)Nc1ccc(/C=N/N2C(C)CCCC2C)cc1 (stereo unspecified),2,5,10,0.0,-4,1,0,-0.6,0,98
COCCn1c(=NC(=O)CSC(C)=O)sc2cc(F)ccc21,.,-6,2,-0.1,-2,3,-2,0.1,5,94
COc1ccc(S(=O)(=O)N2CCN(C(=O)C3CC3)CC2)cc1,-7,-6,5,0.1,10,-1,-12,-0.3,3,99
Fc1ccc(C2=Nn3c(nnc3-c3ccco3)SC2)cc1,-1,4,5,0.2,3,-1,-5,-0.7,2,99
CCCCCC(=O)NC(=S)Nc1ccc(Cl)cn1,-5,-1,-3,0.2,-5,1,2,-0.4,1,99
Cc1cc(C)cc(C(=O)NC2CC(C)(C)NC(C)(C)C2)c1,-3,0,-4,-0.2,-4,3,6,-0.6,2,98
Cc1c(C(=O)N2CCOCC2)oc2ccccc12,-2,2,1,2.3,8,-1,6,0.0,3,100
Cc1ccc2[nH]c(=O)c(C(c3nnnn3C3CCCC3)N3CCCc4ccccc43)cc2c1 (stereo unspecified),-5,0,-6,0.1,0,8,1,-0.2,-7,102
C[C@H]1NS(=O)(=O)c2cc(Cl)ccc2O[C@@H]1c1ccccc1,-5,-2,-6,0.1,-1,0,2,-1.3,1,87
CCc1ccc(-c2cc(C(=O)NN3CCN(C)CC3)c3ccccc3n2)cc1,-4,-17,-9,3.3,-3,-8,-3,-2.0,-1,99
Cc1[nH]c(-c2ccccn2)nc(=S)c1Cl,-4,59*,7,0.2,9,-2,4,1.8,3,103
Cc1ccc(C)c(N2CCN(C(=O)CCc3nc(-c4ccccc4)no3)CC2)c1,-5,1,.,-0.1,0,-5,3,-1.1,2,102
CCOC(=O)N1CCN(C(=O)C(C)SCc2ccccc2)CC1 (stereo unspecified),-10,0,1,-0.4,-6,0,3,5.9,-3,98
O=C(Nc1ccc(F)cc1)C(Sc1nc2ccccc2[nH]1)c1ccccc1 (stereo unspecified),-4,-8,-4,0.0,20,-23,-3,-1.2,2,99
CCOc1ccc(C(C)=O)cc1Cn1nc(C(=O)O)c2ccccc2c1=O,.,41,8,0.2,1,-9,-5,0.1,-1,102
CCc1ccc(OC(C)C(=O)N(Cc2ccco2)C2CCS(=O)(=O)C2)cc1 (stereo unspecified),-6,1,.,-0.2,-4,.,23*,-2.0,1,94
O=C(Nc1ncc2c(n1)CC(c1ccco1)CC2=O)c1ccc(Cl)cc1 (stereo unspecified),.,-3,-1,-0.2,-2,-7,-3,0.8,3,104
COc1ccc(CCNc2nc(C)nc3c2nnn3Cc2ccccc2)cc1,-6,1,8,0.1,3,4,4,1.1,2,109
Cc1ccc2c(c1)N(CC(=O)NCc1ccco1)C(=O)C(C(C)C)O2 (stereo unspecified),-5,-3,-1,1.4,-6,-4,1,0.3,-2,99
Cc1cc(C)cc(Oc2ncnc3c2ncn3Cc2c(Cl)cccc2Cl)c1,-4,-8,14,0.0,13,-1,12,1.0,-5,92
CCOC(=O)c1ccccc1NC(=O)C1CC(=O)N(c2ccccc2)C1 (stereo unspecified),-3,-2,19,-0.2,6,-1,8,5.9,3,99
N#CCCn1cc(/C=N/O)c(-c2ccccc2)n1,-8,7,4,-0.1,-2,-4,4,5.0,1,91
O=C(O)c1ccc(CSc2nnc(-c3ccccc3)n2-c2ccccc2)cc1,-2,0,-6,-0.1,-6,-4,-2,0.2,1,104
CC(CN1CCOCC1)OC(=O)c1ccc(Br)cc1 (stereo unspecified),.,5,-2,2.1,7,-3,4,-0.7,0,96
CC(C)(c1ccccc1)c1ccc(OCCN2CCOCC2)cc1,-4,-3,-1,0.1,-11,8,-5,0.6,-3,111
COc1ccc(S(=O)(=O)N2CCOCC2)cc1NC(=O)COC(=O)C1CCC1,-5,6,0,-0.4,-18,-16,-12,0.6,0,103
COC(=O)[C@H](CCSC)NC(=O)c1cc2c(cn1)[nH]c1ccccc12,-4,-3,4,-0.1,-10,1,-1,-0.5,2,99
COCCN(C(=O)c1snc(C(N)=O)c1N)C(C(=O)NC1CCCCC1)c1cc(OC)c(OC)c(OC)c1 (stereo unspecified),-4,3,-2,0.1,-14,-2,3,-0.2,0,96
O=C(O)CC1=C(Nc2ccccc2)C(=O)N(c2ccccc2)C1c1ccc(Cl)cc1 (stereo unspecified),-2,-2,9,0.0,5,-1,4,-0.5,0,97
CC(C)OC(=O)c1nn2c(C(F)(F)F)cc(-c3ccco3)nc2c1Cl,.,-4,41,3.8,3,-1,0,-1.6,3,88
O=C1CC(NCc2ccc3c(c2)OCO3)C(=O)N1CCc1ccccc1 (stereo unspecified),-10,-3,-3,0.2,-1,-2,-4,-2.8,1,102
CC(NC(=O)/C=C/c1ccccc1)c1ccccc1 (stereo unspecified),-2,3,0,0.1,0,12,-2,0.3,-2,101
CCCNC(=O)NNC(=O)c1ccc(F)cc1,.,16,-2,-0.1,5,-1,-4,-0.2,1,100
C=CCN(CC=C)C(=O)C1c2ccccc2Oc2ccccc21,-5,2,-7,-0.2,-10,18,-3,-0.4,3,108
c1ccc2c(c1)OCCOCCOCCOCCOCCOc1ccccc1OCCOCCOCCO2,-15,-13,10,3.3,0,-3,2,0.6,1,94
O=C(Cc1ccc(NC2=NC3CS(=O)(=O)CC3S2)cc1)NCc1ccccc1Cl (stereo unspecified),-6,-6,9,0.1,-4,.,-4,-1.4,2,101
OCCN1CCN(CC(O)COC(c2ccc(F)cc2)c2ccc(F)cc2)CC1 (stereo unspecified),-20,-3,.,-0.2,16,-5,-6,-0.1,-1,107
CCC(=O)Nc1ccc(/C(C)=N/NC(=O)c2c(Br)c(C)nn2C)cc1,-5,5,-7,0.1,-4,5,-3,-0.9,2,96
O=[N+]([O-])c1ccccc1S(=O)(=O)N1CCN(c2ccccc2)CC1,-21,2,-2,-0.1,6,-1,4,1.5,-3,101
Cc1ccc(CC(=O)Nc2ccc(F)c([N+](=O)[O-])c2)cc1,-3,1,1,-0.1,-1,-9,-1,-0.6,3,104
CC(C)=C1SC(N2CCN(c3cccc(C)c3)CC2)=NC1=O,-9,-7,22,0.4,0,0,-2,2.5,-2,96
CC(=O)NS(=O)(=O)c1ccc(NC(=O)NC2CCCCC2)cc1,-5,7,-3,0.4,-2,-2,-2,-0.2,0,101
Cc1cccc(NC(=O)CCC(=O)N/N=C/c2cccnc2)c1,-8,2,-2,-0.2,-10,-4,5,-0.5,1,91
Cc1cc(C)c(NC(=O)c2cnn(C)c2)c(C)c1,-3,4,1,-0.1,0,1,2,4.0,0,98
COc1ccc(-c2cnn3c4c(c(C)nc23)CCN4C2CCCC2)cc1OC,-3,-2,-8,0.4,-2,-5,-3,-2.4,2,97
Cn1nc(C(=O)NCc2ccccc2CN2CCCC2)c2ccccc2c1=O,-7,-5,11,0.1,-2,-4,-8,-0.6,-3,96
Nc1ccc(C(=O)Nc2ccc3c(O)cc(S(=O)(=O)O)cc3c2)cc1,-7,-11,11,0.1,5,7,1,-4.1,1,101
Cc1cc(C)c(OCC(=O)N2CC=C(c3ccccc3)CC2)c(C)c1,-6,-4,4,-0.2,-1,3,-1,0.6,1,104
CCN(CC)CCn1c(NC(=O)c2ccc(Cl)cc2)nc2ccccc21,-8,62*,0,0.6,2,-1,18*,0.1,1,97
CC(C(=O)N(C)C)N(C#N)c1nc(N(C)C)nc(N(C)C)n1 (stereo unspecified),1,-9,.,-0.3,-6,-5,2,-2.2,1,197

# The list continues.
SMILES,CaV13 ICDI inh,Cardio protect,Vif imaging,aDG glyco up,Granule exo inh,PDI inh,HTR2A ag,iPSC survival up,N-glyco inh,ABCB6 inh 2
COc1ccc(C(=O)NNC(=S)NC(=O)c2ccccc2)cc1,4,18,-1,0.3,-2,-10,-2,-0.3,-3,100
Nc1ncnc2c1ncn2[C@@H]1O[C@H](C(=O)NCC2CCN(Cc3ccccc3)CC2)[C@@H](O)[C@H]1O,-5,4,4,0.4,-2,.,0,1.9,2,99
COc1ccccc1NC(=O)N1CCC(c2nc3ccccc3o2)CC1,8,5,-5,1.4,-2,10,-1,-0.5,2,90
CC(=NOC(=O)c1ccc(I)cc1)c1nccs1,-9,-9,.,0.0,0,-2,0,-0.9,3,97
Cc1ccc(NC(=S)NNC(=S)Nc2ccc(C)cc2C)cc1,-1,-20,-2,-0.1,1,1,-1,1.7,4,102
CCn1c(S(=O)(=O)O)nc2ccccc21,-4,3,1,0.0,-2,6,0,1.4,3,100
O=C(c1ccccc1)c1coc2ccc(O)c(CN3CCOCC3)c12,-5,7,.,0.0,-4,3,0,-1.2,-2,100
COc1cc(CC(=O)OCC(=O)NCc2ccco2)cc(OC)c1OC,-3,-1,3,-0.3,-1,-3,-2,0.1,-1,117
O=C(Nc1ccc(C#Cc2ccccc2)cc1)C1CC1,-5,-8,-9,-0.1,2,-2,-4,2.0,-15,100
CC1(CCc2ccc3c(c2)OCO3)NC(=O)c2ccccc2N1 (stereo unspecified),-4,1,8,-0.2,0,-8,-2,-1.3,-4,91

# One compound at a time, as listed above. Order of screens: CaV13 ICDI inh | Cardio protect | Vif imaging | aDG glyco up | Granule exo inh | PDI inh | HTR2A ag | iPSC survival up | N-glyco inh | ABCB6 inh 2
# Listed for COc1ccc(CCNc2nc(C)nc3c2nnn3Cc2ccccc2)cc1 = -6 | 1 | 8 | 0.1 | 3 | 4 | 4 | 1.1 | 2 | 109
# Listed for CC(C)OC(=O)c1nn2c(C(F)(F)F)cc(-c3ccco3)nc2c1Cl = . | -4 | 41 | 3.8 | 3 | -1 | 0 | -1.6 | 3 | 88
# Listed for Cc1ccc(NC(=S)NNC(=S)Nc2ccc(C)cc2C)cc1 = -1 | -20 | -2 | -0.1 | 1 | 1 | -1 | 1.7 | 4 | 102

# Further compounds.
SMILES,CaV13 ICDI inh,Cardio protect,Vif imaging,aDG glyco up,Granule exo inh,PDI inh,HTR2A ag,iPSC survival up,N-glyco inh,ABCB6 inh 2
COc1cc2[nH]c(=O)n(Cc3ccc(C(=O)NCCCN4CCN(C)CC4)cc3)c(=O)c2cc1OC,-4,4,.,0.8,1,6,-2,0.8,0,98
Cc1n[nH]c(=O)nc1NCc1ccco1,.,-4,-6,-0.1,-1,15,0,-0.8,0,115
COc1cc(C(=O)NCc2ccc(-c3nc4ccccc4o3)cc2)cc(OC)c1OC,-2,-16,.,-0.3,-2,-8,3,7.6,-1,88
N/C(Cc1cccc2ccccc12)=N\OC(=O)Cc1cccs1,-6,2,10,0.4,1,5,0,2.8,1,110
Cc1ccccc1CN1C(=O)c2ccccc2C1c1nnnn1C(C)C (stereo unspecified),-6,.,.,-0.2,4,.,5,-0.4,.,93
O=C(c1cc(C2CC2)on1)N1CCN(C(c2ccccc2)c2ccccc2)CC1,-1,-22,-5,0.0,0,.,-1,0.2,-11,92
CCOC(=O)C1=C(O)/C(=C/c2cc(OC)c(O)c(OC)c2)SC1=Nc1ccc(OC)cc1,-8,34,7,-0.5,3,4,0,2.9,-2,120

# Source: PubChem BioAssay

# Random draw from the library, and some 3.1% of all compounds hit somewhere here.
